High-throughput results as filed in PubChem.
ROC1-CUL1 inh = inhibitors of human ROC1-CUL1 ubiquitin ligase activity | E3 ubiquitin-protein ligase RBX1 (Homo sapiens) + Cullin-1 (Homo sapiens), P62877+Q13616 | in vitro K48 di-Ub FRET, acceptor:donor ratio, 45 min | inhibition, % at 10 µM | actives 0.6% (n = 140,000) | AID 1347404, 2020; in the data active = inhibition above about 25%
Target sequence (P62877 whole entry, looked up): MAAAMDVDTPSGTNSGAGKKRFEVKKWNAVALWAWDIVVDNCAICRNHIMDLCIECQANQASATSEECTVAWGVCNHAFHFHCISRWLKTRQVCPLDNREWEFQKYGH
Target sequence (Q13616 whole entry, looked up): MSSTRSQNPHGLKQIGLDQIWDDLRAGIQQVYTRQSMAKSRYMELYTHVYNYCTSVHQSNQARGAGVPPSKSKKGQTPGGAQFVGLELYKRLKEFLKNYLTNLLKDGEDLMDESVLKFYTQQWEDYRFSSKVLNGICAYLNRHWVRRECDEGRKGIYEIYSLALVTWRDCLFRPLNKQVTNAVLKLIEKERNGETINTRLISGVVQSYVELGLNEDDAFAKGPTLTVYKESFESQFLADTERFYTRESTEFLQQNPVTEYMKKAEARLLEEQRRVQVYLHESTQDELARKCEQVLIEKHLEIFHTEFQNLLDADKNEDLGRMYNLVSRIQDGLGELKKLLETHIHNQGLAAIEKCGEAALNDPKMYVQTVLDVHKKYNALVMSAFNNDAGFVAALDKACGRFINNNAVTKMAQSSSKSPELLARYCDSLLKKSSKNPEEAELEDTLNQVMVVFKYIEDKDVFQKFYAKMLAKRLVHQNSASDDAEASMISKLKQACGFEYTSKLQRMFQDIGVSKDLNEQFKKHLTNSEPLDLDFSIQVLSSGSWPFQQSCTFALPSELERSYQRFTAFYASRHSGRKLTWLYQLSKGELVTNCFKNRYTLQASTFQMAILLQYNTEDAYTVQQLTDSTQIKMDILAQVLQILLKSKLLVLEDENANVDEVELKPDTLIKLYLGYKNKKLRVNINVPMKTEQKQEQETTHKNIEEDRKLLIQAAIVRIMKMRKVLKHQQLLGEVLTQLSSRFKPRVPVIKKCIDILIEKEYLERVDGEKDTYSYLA
* = called active by the depositor.

ROC1-CUL1 inh	SMILES
-2	Cc1cc(C)c(S(=O)(=O)c2ccc3c(c2)CCCC3)c(C)c1
5	COc1ccc(S(=O)(=O)NCC2CCCN(C(=O)c3ccnn3C)C2)cc1 (configuration not stated)
3	C=CCOc1ccc2c(c1)OC1(OC(C)=O)OC(C)CC1=C2C (configuration not stated)
-4	CCn1cc([N+](=O)[O-])c(C(=O)N2N=C(c3cccc4ccccc34)CC2c2ccccc2O)n1 (configuration not stated)
-4	COc1ccc2c(c1)Cc1sc(NC(=O)c3cccc(Cl)c3)nc1-2
0	CCn1c(=O)n(-c2ccc(C)c(F)c2)c(=O)c2sc3ccccc3c21
-1	O=C(c1csc(Cc2ccccc2)n1)N1CCc2[nH]nc(C3CCC3)c2C1
2	COc1ccc(NC(=O)CSc2nc(-c3ccccc3)[nH]c2-c2ccccc2)cc1OC
-5	CCOC(=O)COc1ccccc1/C=C1\SC(=O)N(CC(=O)OCC)C1=O
9	COc1ccccc1CCN1CCCC(CN(C)C(=O)CCN2CCCC2=O)C1 (configuration not stated)
-1	O=C(Nc1cc(-c2nc3cc(Cl)ccc3o2)ccc1Cl)c1ccco1
1	O=S(=O)(c1ccc2c(c1)CCN2S(=O)(=O)c1ccccc1)N1CCOCC1
8	O=C(NCCc1ccc(F)cc1)C1CCN(C(=O)c2ccccc2F)CC1
2	CCOc1ccc(-c2nc3c([nH]2)c(=O)n(C)c(=O)n3C)cc1OC
-2	CC(=O)Nc1ccc(N2CCN(C(=O)CC(C)C)CC2)cc1
-2	CSc1cccc(NC(=O)CN2CCN(Cc3ccccc3C)S2(=O)=O)c1
-2	COC(=O)CSc1nc2sc3c(c2c(=O)n1Cc1ccccc1)CC(C)(C)OC3
8	O=S(=O)(c1cccc(Cl)c1Cl)N1CCOCC1
-6	Cn1nc(-c2ccc(NC(=O)c3ccccc3)cc2)cc1NC(=O)c1ccccc1
-9	Cc1c(C)n2c3c(=O)[nH]c(=O)n(C)c3nc2n1CCO
-5	COc1cc(OC)c(NC(=O)c2cnn(-c3cccc(Cl)c3C)c2C2CCN(C(=O)OC(C)(C)C)CC2)cc1Cl
-1	O=C(Nc1cccc2c1CCC2)c1ccc(C2CCCN2)s1 (configuration not stated)
2	C=CCOc1ccc(CNCCCN2CCOCC2)cc1OCC
4	CC(C)NC(=O)Cn1c(=O)nc(-c2ccccc2)c2ccccc21
-3	CCn1nc(C)cc1C(=O)N1CCC(Oc2cccc(C(=O)N3CCOCC3)c2)CC1
5	COc1ccc(CC(=O)N/N=C/c2ccc(OC)c(CSc3nc(C)cc(C(F)F)n3)c2)cc1
-2	O/N=C1\CC/C(=N\O)c2nn(-c3ccc(Cl)cc3Cl)nc21
9	COc1ccc2c(c1)c1c(c(=O)n(-c3ccccc3)c(=O)n1CC(=O)Nc1ccc(F)cc1)n2C
-16	CCC12C(=O)C(CC)(C(c3ccccc3)=C1c1ccccc1)C1C(=O)N(c3cccc(C(F)(F)F)c3)C(=O)C12 (configuration not stated)
4	Cc1cccc(N(C)S(=O)(=O)c2nnc(NC(=O)C3CCCCC3)s2)c1
3	Nn1c(SCC(=O)Nc2cccc(C(F)(F)F)c2)nnc1-c1ccc(Br)cc1
8	Cc1ccc(NC(=O)c2ccc(NC(=O)N3CCSc4ncccc43)cc2)c(Cl)c1

Rewritten as comma-separated lines: 7 of the compounds above
mol,ROC1-CUL1 inh
CCC12C(=O)C(CC)(C(c3ccccc3)=C1c1ccccc1)C1C(=O)N(c3cccc(C(F)(F)F)c3)C(=O)C12 (configuration not stated),-16
COc1ccc2c(c1)c1c(c(=O)n(-c3ccccc3)c(=O)n1CC(=O)Nc1ccc(F)cc1)n2C,9
COc1ccc(CC(=O)N/N=C/c2ccc(OC)c(CSc3nc(C)cc(C(F)F)n3)c2)cc1,5
Cc1cccc(N(C)S(=O)(=O)c2nnc(NC(=O)C3CCCCC3)s2)c1,4
Nn1c(SCC(=O)Nc2cccc(C(F)(F)F)c2)nnc1-c1ccc(Br)cc1,3
CCn1nc(C)cc1C(=O)N1CCC(Oc2cccc(C(=O)N3CCOCC3)c2)CC1,-3
O/N=C1\CC/C(=N\O)c2nn(-c3ccc(Cl)cc3Cl)nc21,-2

Next part.
ROC1-CUL1 inh	SMILES
-6	O=S(=O)(NCCC1=CCCCC1)c1ccc2ccccc2c1
-11	COc1ccc(OC)c(NC(=O)c2cc(C(=O)Nc3cc(OC)ccc3OC)cc([N+](=O)[O-])c2)c1
3	Nc1nc(=O)c2ccccc2s1
-2	COc1cccc(CCC2CCCN(C(=O)CCn3cccn3)C2)c1 (configuration not stated)
2	CC(C)NC(=O)CCn1c(SCc2c(F)cccc2Cl)nc2c(sc3ccccc32)c1=O
-2	CC1(C)CC(C(=O)Oc2ccccc2)CC(C)(C)N1
2	COc1ccc(C2CC(C(F)(F)F)n3ncc(C(=O)N(C)Cc4c(C)nn(C)c4C)c3N2)cc1OC (configuration not stated)
1	COc1ccccc1OCC(=O)NCCS(=O)(=O)N1CCN(c2ccccc2OC)CC1
1	CCOc1ccc2ccccc2c1CNCC1CCNCC1
2	CCN1CCN(c2cc(SC)nc(-c3ccccc3)n2)CC1
1	CC(C)c1nnc(NC(=O)C(Cc2ccccc2)N2C(=O)c3ccccc3C2=O)s1 (configuration not stated)
4	Cc1ccccc1S(=O)(=O)NC1OC(=O)C(Br)=C1Br (configuration not stated)
-1	Cc1c(C(C)NC2CCC2)cnn1-c1cccc(F)c1 (configuration not stated)
-11	O=C(N/N=C/c1ccccc1[N+](=O)[O-])c1ccc(Br)o1
3	C=CCOc1ccc2ccccc2c1CNn1c(C)n[nH]c1=S
7	Nc1nc(NN2CCCCC2)nc(-c2cc(Cl)ccc2O)n1
-1	CCn1cc2nc(SCc3cc(C)ccc3C)n(CCc3ccccc3)c(=O)c2n1
-2	CCO/N=C(/C)C1C(=O)C=C(C(C)(C)C)N(c2ccccc2)C1=O (configuration not stated)
-3	COc1ccc(NC(=O)C2CCCN(S(=O)(=O)c3cccc4nonc34)C2)cc1Cl (configuration not stated)
-10	CCCc1c(C)nc(Nc2nc(C)c3ccc(C)cc3n2)[nH]c1=O
-6	COc1ccccc1NC(=O)C1CCCN(c2ncnc3onc(-c4ccc(F)cc4)c23)C1 (configuration not stated)
1	COc1ccc(S(=O)(=O)NC2CCC(CC3CCC(NS(=O)(=O)c4ccc(OC)cc4)CC3)CC2)cc1 (configuration not stated)
-3	COc1ccc(NC(=O)Cn2cnc3c(nc4n3CCCCC4)c2=O)cc1Cl
0	Cc1nn(C)c(C)c1CNC(=O)c1nn2c(c1Br)NC(c1ccc(Br)o1)CC2C(F)(F)F (configuration not stated)
-2	O=C(NCCc1ccco1)C1CCCN(C2CCN(Cc3ccccc3)CC2)C1 (configuration not stated)
8	O=c1c(N2CCOCC2)c(SCc2ccccc2)cnn1Cc1ccccc1
6	COc1ccc(CCNC(=S)NC2CCCC2)cc1
-2	CSc1ccc(CC2(CCC(=O)NCc3nc(-c4ccccc4)no3)CCC(=O)N2)cc1 (configuration not stated)
4	O=C(CCSc1nnc(NC2NS(=O)(=O)C3CCCCC23)s1)Nc1ccccc1 (configuration not stated)
10	Cc1ccc(S(=O)(=O)Nc2ccc3[nH]c(=O)sc3c2)cc1C
-4	NC(=O)c1oc2ccccc2c1NC(=O)CCN1CCCCC1
2	Fc1ccccc1C1CCN(Cc2nc(-c3ccccn3)no2)C1 (configuration not stated)
6	O=C(Nc1nnc(CCS(=O)(=O)c2ccc(Br)cc2)s1)c1ccco1
-7	CCn1c(SCC(=O)Nc2ccccc2)nc2c([nH]c3ccccc32)c1=O
3	CSCCCNC1CC(C)(C)Cc2nc(C(C)(C)C)ncc21 (configuration not stated)
-4	Fc1ccc(/C=N/NC(=S)NCc2ccccc2)cc1Br
-1	CCN(CC)CCN1C(=O)C(=O)C(C(=O)c2ccc3c(c2)CC(C)O3)C1c1ccc(OC)cc1OC (configuration not stated)
-3	CCc1nc(C)cn1S(=O)(=O)c1ccc(Br)c(OC)c1
13	Cc1cc(CNC(=O)Nc2nnc(CCc3ccccc3)s2)n[nH]1
7	O=C(c1nc2sccn2c1CNC1CCCc2ccccc21)N1CCCC1 (configuration not stated)
1	CC(C(=O)NCCN1CCCC1)(c1ccccc1)c1ccccc1
10	CC(=O)c1ccccc1NC(Cc1ccccc1[N+](=O)[O-])Nc1ccccc1C(C)=O
3	Cn1ccnc1Sc1ccc([N+](=O)[O-])cc1Cl
2	c1cc(Cn2ncc3[nH]c(-c4ccc(C5CCCO5)s4)nc32)ccn1 (configuration not stated)
7	CCOC(=O)c1c(-c2ccccc2)csc1NC(=O)C1CCCN(S(=O)(=O)c2ccc(NC(=O)OC)cc2)C1 (configuration not stated)
10	Cn1cc(-c2cc(C(=O)N3CCOCC3)c3ccc(F)cc3n2)cn1
-3	Cc1nn2cc(CNC(=O)C3(N(C)C)Cc4ccccc4C3)nc2s1
2	COc1cccc(N2CCN(C(=O)c3ccc4nc5ccccc5c(=O)n4c3)CC2)c1
0	Cc1ccc(COc2ccc(C=Nc3cc(-c4ccccc4)nn3-c3ccccc3)cc2)cc1
-8	Oc1ccc2ccccc2c1C=N[C@H](c1ccccc1)[C@H](N=Cc1c(O)ccc2ccccc12)c1ccccc1
4	Cn1c(=O)c2c(nc(SCCCC#N)n2Cc2ccccc2F)n(C)c1=O
-17	CCCn1cc(S(=O)(=O)c2ccccc2)c(=O)c2cc(F)c(N3CCCCCC3)cc21
6	NC(=Nc1nc(C(F)(F)F)cc(=O)[nH]1)Nc1ccc(Br)cc1
-2	COc1ccc(NC(=O)CC2C(=O)N(c3cccc(OC)c3)C(=O)N2Cc2ccc3c(c2)OCO3)cc1 (configuration not stated)
1	CCCc1nnc(NC(=O)COc2c(C)cc(Br)cc2C)s1
12	Cc1cccc(-n2c(=O)c3c(n4c(=S)[nH]nc24)-c2ccccc2CC32CCCCC2)c1

Following part.
ROC1-CUL1 inh	SMILES
3	Cn1cc(-c2ccnc(NCc3ccccc3Cn3cccn3)n2)cn1
4	CCc1nn(CC(=O)NC(C)C)c(=O)c2cc3cc(F)ccc3n12
2	COc1ccccc1CNC(=O)Cn1c(=O)ccc2cc(S(=O)(=O)N3CCC(C)CC3)ccc21
-5	CC(NC(=O)c1ccccc1OCC(=O)N1CCc2ccccc21)c1ccccc1 (configuration not stated)
2	Cc1ccc(S(=O)(=O)N(C(=O)c2ccncc2)c2ccc(OC(=O)c3ccncc3)cc2)c(C)c1
-6	O=S(=O)(c1cccs1)n1cnc2ccccc21
-2	Cc1nn(-c2ccc(N3CCCC3)nn2)c(C)c1CCC(=O)N1CCN(c2ccccc2F)CC1
-4	COc1ccccc1CNc1nc(-c2ccco2)nn1S(=O)(=O)c1ccc(Cl)cc1
3	Cc1ccc(OCC(=O)NNC(=O)CCC(=O)O)cc1
-13	C=CCN(CC=C)S(=O)(=O)c1ccc(NC(=O)c2ccccc2OC)cc1
12	COc1ccc(Nc2nc(N3CCN(C)CC3)nc3c2C(=O)CC(C)(C)C3)cc1
5	Cc1ccc(/C=C/c2onc(C)c2S(=O)(=O)N2CCC(C(=O)NCc3ccco3)CC2)cc1
-1	O=C(CCc1ccccc1)Oc1ccc(NC2NS(=O)(=O)C3CCCCC23)cc1 (configuration not stated)
-1	Cc1ccc(F)cc1NC(=O)c1ccc(Cn2nc(N3CCN(c4ccccc4)CC3)ccc2=O)o1
-6	CC(NC(=O)C(C)N1C(=O)C2C3C=CC(C3)C2C1=O)c1ccccc1 (configuration not stated)
5	COc1ccc(-c2cccc(-c3ccn(Cc4cc(C)on4)n3)c2)nn1
-5	COc1cccc(C(=O)N=C2C(=O)N(c3ccccc3)N(C)C2C)c1OC (configuration not stated)
7	CC1CN(C(=S)SCC(=O)c2ccccc2)CC(C)O1 (configuration not stated)
-4	CCOC(=O)C1CCN(C(=O)c2cc(NS(=O)(=O)N(C)C)cc3nc(CC(C)C)n(C)c23)CC1
-3	CCc1ccccc1N(C)C(=O)Cn1cnc2sc(C)c(S(=O)(=O)N3CCC(C)CC3)c2c1=O
-7	CN(C)c1ccc(-c2nnc(SC(=O)OCc3ccccc3)o2)cc1
14	CCCC(=O)OC1=CN(Cc2ccccc2)S(=O)(=O)c2ccccc21
-2	CC(=O)N(CCN(C(C)=O)c1ccccc1)c1ccccc1
-6	Cc1ccc(CNC(=O)c2sc3nc(-c4ccc(F)cc4)ccc3c2N)cc1

Pulled by structure from the entries so far (4):
ROC1-CUL1 inh	SMILES
-2	CC(=O)N(CCN(C(C)=O)c1ccccc1)c1ccccc1
-7	CN(C)c1ccc(-c2nnc(SC(=O)OCc3ccccc3)o2)cc1
7	CC1CN(C(=S)SCC(=O)c2ccccc2)CC(C)O1 (configuration not stated)
14	CCCC(=O)OC1=CN(Cc2ccccc2)S(=O)(=O)c2ccccc21

Continuation.
ROC1-CUL1 inh	SMILES
-6	Cc1cccc(-n2c(Cn3nc(C)cc3C)n[nH]c2=S)c1
-6	Cc1cc(=O)[nH]c(SCC(=O)N2CCN(c3ccccc3)CC2)n1
4	Cn1cnc(S(=O)(=O)N2CCCC(C(=O)NCc3ccc(Cl)cc3)C2)c1 (configuration not stated)
11	CC(c1ccccc1)c1nnc(N)s1 (configuration not stated)
19	O=C(O)c1cccc2c1-c1ccc(I)cc1C2=O
-1	COc1ccc(OCCn2cc(C(=O)C3CCCCC3)c3ccccc32)cc1
-5	Cc1cccc(CCNC(=O)c2coc(COc3ccccc3F)n2)n1
7	COc1cccc(C(=O)Nc2cccc(SC)c2)c1
-9	Cc1cccc(NC(=S)NC(=O)C2CC2)c1C
11	COC(=O)CN1C(=O)COc2ccccc21
-2	C=CCOc1c(Br)cc(CNn2c(C)n[nH]c2=S)cc1OCC
7	CC(C)Cn1c(C(O)c2ccccc2)nc2ccccc21 (configuration not stated)
6	CCCc1cc(C(=O)N2CCN(S(=O)(=O)c3cccs3)CC2)cs1
5	COc1ccc(C(=O)NCC(C)C)cc1C
-6	C=CCSc1nnc2c(n1)OC(c1cccc(C)n1)N(C(C)=O)c1ccccc1-2 (configuration not stated)

Part of the list above, as tab-separated lines.
SMILES	ROC1-CUL1 inh
COC(=O)CN1C(=O)COc2ccccc21	11
C=CCOc1c(Br)cc(CNn2c(C)n[nH]c2=S)cc1OCC	-2

A portion of the library; count on the stated rates, not on these rows.
